Growth percent in the NCI-60 one-dose screen (48 h, 10 µM unless noted): 100 = growth as untreated, 0 = no growth, -100 = all killed.
K-562 = K-562 leukemia | AID 1794777 | 78,000 tested, 7.4% active
HOP-62 = HOP-62 NSCLC; 80,000 tested, 3.9% active
CCRF-CEM = CCRF-CEM leukemia. 77,000 tested, 7% active
HOP-92 = HOP-92 NSCLC cells; 71,000 tested, 6.3% active; AID 1794738
MOLT-4 = MOLT-4 leukemia cells. 80,000 tested, 6.9% active. AID 1794779
RPMI-8226 = RPMI-8226 leukemia cells. 77,000 tested, 7.5% active. AID 1794781
SR = SR leukemia cells. AID 1794780. 73,000 tested, 8.7% active
EKVX = EKVX NSCLC | 71,000 tested, 3% active | AID 1794765
Active calls of the source: *; x = not tested or not shown. How the source made its calls: active means growth percent below 10; inactive means the rest. This is a random part of the collection. About 13% of those tested had a hit in this group.

Start of the listing, in advance:
SMILES	K-562	HOP-62	CCRF-CEM	HOP-92	MOLT-4	RPMI-8226	SR	EKVX
COC(=O)Oc1ccc(Cl)cc1Cl	112	100	106	94	107	105	89	x
CCN(CC)Cn1c2ccccc2c2ccccc21	97	96	90	x	96	106	96	109
N#CCCN1CCOCC1	100	101	86	102	91	104	103	109
CC(C)(C)OC(=O)NCc1ccc(NC(=S)Oc2ccccc2)cc1	72	78	62	51	71	50	43	101

The whole of this part, from the start:
SMILES	K-562	HOP-62	CCRF-CEM	HOP-92	MOLT-4	RPMI-8226	SR	EKVX
COC(=O)Oc1ccc(Cl)cc1Cl	112	100	106	94	107	105	89	x
CCN(CC)Cn1c2ccccc2c2ccccc21	97	96	90	x	96	106	96	109
N#CCCN1CCOCC1	100	101	86	102	91	104	103	109
CC(C)(C)OC(=O)NCc1ccc(NC(=S)Oc2ccccc2)cc1	72	78	62	51	71	50	43	101
Cc1nc2ccccc2c2nnc(SCC(=O)N(Cc3ccccc3)c3ccccc3)n12	86	96	85	82	93	79	68	77
CCN(CCO)C(=O)c1cc([N+](=O)[O-])cc([N+](=O)[O-])c1	94	102	102	108	106	100	102	114
O=C(COc1ccc(/C=C2\C(=O)Nc3cc(Cl)ccc32)cc1)NC1CCCCC1	64	75	69	76	75	79	67	82
COc1ccc([N+](=O)[O-])cc1NC(=O)OC(C)C	103	95	110	94	98	111	92	92
N#CC(C#N)=Cc1cc2ccccc2nc1Sc1ccc(Br)cc1	64	99	28	67	65	62	29	89
CCOC(=O)c1c(NCC(=O)Nc2cccc(Cl)c2)sc(C(C)=O)c1C	112	98	103	90	108	99	98	86
COc1ccc(-c2nc(SCC(C)C)nc(Nc3ccc(C(C)=O)cc3)c2C#N)cc1	97	115	100	116	99	109	101	102
COc1ccc(-c2cc(-c3cccc(OCC(=O)O)c3)[nH]c(=O)c2C#N)cc1	90	99	133	x	83	128	72	94
CC1=CC(=O)C2=C(C)CC(OS(C)(=O)=O)[C@@H]3[C@H](OC(=O)[C@@H]3C)[C@@H]12 (stereo partly specified)	98	102	103	109	97	101	93	100
Cc1cccc(N2CCN(C3=C(Cl)C(=O)c4ncccc4C3=O)CC2)c1	9.9*	83	4.7*	144	9.8*	47	3.4*	104
Cc1nc2ncc(C(=O)N/N=C/c3ccc(O)cc3)c(=O)n2[nH]1	92	97	87	114	94	104	98	112
Cc1ccccc1NC(=O)Oc1ccc(Cl)cc1Cl	110	96	94	107	104	98	102	99
CN(Cc1ccccc1)c1nc(Cl)c(C2CC(c3ccc(Br)cc3)=NN2c2cc(Cl)cc(Cl)c2)s1 (stereo unspecified)	93	88	99	105	110	104	116	97
COc1ccc2nc3ccccc3c(NCc3ccc(Cl)cc3)c2c1	-30*	42	8.4*	x	-8.3*	-45*	-30*	34
COC(=O)c1nc(-c2ccccc2)oc1SCc1ccccc1	85	96	85	101	78	93	75	108
O=C(Nc1cc(Cl)ccc1O)c1cccc(Nc2ccnc(C(F)(F)F)c2)c1	7.0*	65	8.3*	54	-41*	3.8*	25	9.7*
N#CC1=C(N2CCOCC2)NC(c2cccc([N+](=O)[O-])c2)c2sc3c(F)cccc3c21 (stereo unspecified)	77	90	97	95	85	95	89	94
CC(C)[C@@H]1NC(=O)[C@]2(C)CSC(=N2)c2ccnc(c2)CNC(=O)C[C@@H](/C=C/CCS)OC1=O	6.9*	6.5*	16	-17*	8.1*	-18*	7.3*	31
O=C1CSC(=S)N1/N=C/c1ccc(Cl)cc1Cl	89	92	89	108	89	97	64	107
S=c1nc[nH]c2c1ncn2-c1ccccc1	107	99	109	104	108	113	101	86
Oc1ccc2ccccc2c1CN(Cc1ccccc1)Cc1ccccc1	106	94	96	109	104	104	101	100
COc1c2occc2cc2ccc(=O)oc12	110	99	108	x	98	111	x	101
NC(CCCC(N)C(=O)c1ccccc1)C(=O)O (stereo unspecified)	99	90	111	116	95	115	124	101
CCN(CC)CCCCCCNc1cc(OC)cc2cccnc12	-48*	92	-36*	85	-57*	-8.8*	-51*	90
CS(=O)c1cccc(-c2ccc3nc(N)n(-c4ccc(C(F)(F)F)cc4)c(=O)c3c2)c1 (stereo unspecified)	96	98	100	66	x	97	x	108
CC(C)CCNCC(O)Cn1c2ccccc2c2ccccc21 (stereo unspecified)	1.8*	18	13	-14*	2.4*	-24*	3.4*	x
CC(C)(C)C1CCC(=NO)CC1 (stereo unspecified)	128	96	100	71	123	92	116	102
c1ccc(CNc2ccc3nc(CCC4CCCCC4)[nH]c3c2)cc1	15	80	59	45	51	48	81	76
CC(C)(C)C(=O)Nc1nc2c(s1)CCCc1ccn(S(=O)(=O)c3ccccc3)c1-2	76	85	96	69	72	80	86	91
COc1ccc(C(=O)O)c(OC)c1	107	77	98	x	114	104	x	84
COC(=O)c1ccccc1N=CCC(C)CCCC(C)(C)O (stereo unspecified)	109	90	108	49	102	98	111	90
Oc1ccc(C(O)c2ccccc2O)cc1 (stereo unspecified)	105	95	101	100	92	99	105	101
COc1ccc(CN2CC3CC3(COc3ccc(F)c(C)c3)C2)cc1F (stereo unspecified)	95	98	75	x	108	103	97	103
CC(=O)Nc1ccc(-c2cc3c(NCc4ccccc4)ncnc3s2)cc1	76	98	86	46	87	x	85	53
Cc1ccc(-c2csc(=N)n2CC(=O)N2CCN(C)CC2)cc1	83	100	87	63	76	84	86	x
CCCCN(CCCC)CCC(=O)c1ccc(Cl)c2ccccc12	96	109	x	x	106	50	93	95

An excerpt of these results, bar-delimited.
canonical_smiles | K-562 | HOP-62 | CCRF-CEM | HOP-92 | MOLT-4 | RPMI-8226 | SR | EKVX
N#CC1=C(N2CCOCC2)NC(c2cccc([N+](=O)[O-])c2)c2sc3c(F)cccc3c21 (stereo unspecified) | 77 | 90 | 97 | 95 | 85 | 95 | 89 | 94
CC(C)[C@@H]1NC(=O)[C@]2(C)CSC(=N2)c2ccnc(c2)CNC(=O)C[C@@H](/C=C/CCS)OC1=O | 6.9* | 6.5* | 16 | -17* | 8.1* | -18* | 7.3* | 31
O=C1CSC(=S)N1/N=C/c1ccc(Cl)cc1Cl | 89 | 92 | 89 | 108 | 89 | 97 | 64 | 107
S=c1nc[nH]c2c1ncn2-c1ccccc1 | 107 | 99 | 109 | 104 | 108 | 113 | 101 | 86

(listing goes on)
SMILES	K-562	HOP-62	CCRF-CEM	HOP-92	MOLT-4	RPMI-8226	SR	EKVX
O=C(Nc1ccc(S(=O)(=O)O)cc1)c1ccco1	135	113	122	87	132	123	108	126
CC(O)COc1ccc(-c2ccccc2)cc1 (stereo unspecified)	102	102	95	93	121	98	94	94
CCOC(=O)Cn1nnc(-c2ccc(OCc3ccccc3F)cc2)n1	53	87	92	76	90	91	35	x
CCN1CCN(c2nc(NNC(=O)c3ccc(OC)cc3)nc(N3CCN(C(c4ccccc4)c4ccccc4)CC3)n2)CC1	14	84	44	59	16	12	-8.0*	83
O=C1/C(=C/c2cccc(F)c2)CN(C(=O)C(Cl)Cl)C/C1=C\c1cccc(F)c1	-9.1*	-26*	0.2*	-58*	-23*	-31*	-16*	-7.7*
CC(C)(C)c1ccc[nH]1	92	97	100	92	95	106	109	97
Cn1nc(N)c2ncc(-c3ccc(Cl)cc3)nc21	98	80	65	x	71	84	95	44
O=C(CSc1nnc(-c2ccc(Cl)cc2)o1)Nc1ccc(C(=O)/C=C/c2ccccc2)cc1	99	107	86	106	93	69	60	98
CC(C)Cc1ccc(C(C)C(=O)NCc2ccc(Cn3c(=O)sn(-c4ccc(Cl)cc4)c3=O)cc2)cc1 (stereo unspecified)	x	86	96	76	86	84	72	83
COc1cccc(-c2nc3sccn3c2-c2ccnc(NCCNS(=O)(=O)c3ccc(Br)cc3)c2)c1	52	90	58	70	38	43	x	62
Cc1ccc(Nc2n[nH]c(=S)s2)cc1F	106	97	85	92	95	96	101	101
Cc1ccc(NC(=O)[C@@H]2CC[C@H](CN3CCN(C)CC3)C2)cc1Nc1nccc(-c2cccnc2)n1	103	100	112	95	104	108	103	95
O=C(Nc1sc2c(c1C(=O)O)CCCC2)c1cccc(C(F)(F)F)c1	x	104	85	79	97	81	115	94
O=C(Nc1cccc(C2=NCCN2)c1)c1ccc(C(=O)Nc2cccc(C3=NCCN3)c2)cc1	100	109	105	101	103	110	100	101
COc1ccc(Nc2[nH]n3c(=O)cc(C)nc3c2C(=O)Nc2ccc(C)cc2)c(OC)c1	53	80	59	86	80	99	x	96
Cc1ccc(NC(=O)N(O)C2CCCCC2C#N)cc1 (stereo unspecified)	88	107	102	x	89	112	101	91
COc1cc(CNC(=O)/C=C/c2ccc(OC(C)=O)c(OC)c2)ccc1O	92	111	95	98	90	85	99	83
COc1cc(OC)cc(C(=O)C[n+]2cccc3c4ccccc4ccc32)c1	34	87	84	64	85	x	91	77
Cc1cccc2sc(=S)[nH]c12	93	94	x	90	96	95	x	x
CCCC1=C(C(=O)OCC)C(c2ccc3c(c2)OCO3)NC(=O)N1C (stereo unspecified)	103	98	101	97	102	100	90	91

Five entries out of the list, ordered by molar mass, lowest first:
SMILES	K-562	HOP-62	CCRF-CEM	HOP-92	MOLT-4	RPMI-8226	SR	EKVX
CC(C)(C)c1ccc[nH]1	92	97	100	92	95	106	109	97
Cc1cccc2sc(=S)[nH]c12	93	94	x	90	96	95	x	x
CC(O)COc1ccc(-c2ccccc2)cc1 (stereo unspecified)	102	102	95	93	121	98	94	94
O=C(Nc1cccc(C2=NCCN2)c1)c1ccc(C(=O)Nc2cccc(C3=NCCN3)c2)cc1	100	109	105	101	103	110	100	101
O=C(CSc1nnc(-c2ccc(Cl)cc2)o1)Nc1ccc(C(=O)/C=C/c2ccccc2)cc1	99	107	86	106	93	69	60	98

Next results.
SMILES	K-562	HOP-62	CCRF-CEM	HOP-92	MOLT-4	RPMI-8226	SR	EKVX
COc1cc2c(cc1O)CCc1cc(O)cc(OC)c1-2	99	105	71	103	75	76	77	93
CC1(C)CC(=O)C2=C(C1)N(c1ccc(OC(F)(F)F)cc1)C(N)=C(C#N)C2c1ccc(F)cc1 (stereo unspecified)	74	93	93	76	82	x	x	88
O=C(CSc1nc2ccc([N+](=O)[O-])cc2[nH]1)Nc1ccc(Br)cc1	27	51	39	-8.9*	27	6.9*	23	50
O=C(CN(C(=O)Cn1c(=O)n2nnnc2c2ccccc21)c1ccccc1C(F)(F)F)Nc1ccc(C(F)(F)F)cc1	101	107	107	93	104	103	111	101
CC(=O)NCCN1c2nc3ccccc3cc2Sc2cc3ccccc3nc21	104	89	96	75	102	93	87	86
CSc1nc2c(c(=O)[nH]1)C(c1ccc(Cl)cc1)C1=C(N2)/C(=C/c2ccc(Cl)cc2)CC1 (stereo unspecified)	102	108	96	x	68	95	90	x
O=C1c2ccccc2C(=O)c2cc(Br)ccc21	107	89	103	91	103	102	90	98
O=C(NNc1nc(N2CCOCC2)nc(N2CCOCC2)n1)c1ccccc1	108	107	107	97	104	109	104	x
CCCn1cnc2c(SC(C)C)nc(N)nc21	98	102	100	96	95	103	87	99
CC(=O)[C@H]1C[C@H](O)[C@H]2[C@@H]3CCC4=CC(=O)CC[C@]4(C)[C@H]3C[C@H](O)[C@@]21C	104	103	x	95	105	106	103	x
O=c1c2ccccc2[nH]c2c3c(cn12)nc1ccccn13	74	91	x	77	91	101	88	99
NC(N)=NCCCC(NC(=O)c1ccccc1)C(=O)O (stereo unspecified)	101	98	106	98	102	109	87	103
N#Cc1c(-c2ccc(F)cc2)c(C#N)c2c(C#N)c(N)nn2c1N	106	81	104	77	86	104	94	97
CC(=O)CC(c1ccccc1)c1ccccc1	109	110	94	85	102	103	110	122
Cc1ccccc1-n1c(C)nc2ccc(NC(=O)NCCCl)cc2c1=O	106	98	101	89	101	102	99	103
CC(C)(c1cc(Br)c(O)c(Br)c1)c1cc(Br)c(O)c(Br)c1	105	104	111	63	77	93	82	117
COc1ccc(Nc2nc3n(c(=O)c2C#N)-c2ccccc2Sc2ccccc2-3)cc1	60	89	67	84	49	74	50	69
O=C(Nc1ccc(OCc2ccc(C(F)(F)F)cc2)cc1)c1ccc2nc(NC(=O)c3ccc(NCCc4ccccc4)c([N+](=O)[O-])c3)sc2c1	68	85	68	73	74	70	37	82
Cc1c(C(c2ccccc2)c2[nH]c3ccccc3c2C)[nH]c2ccccc12	97	67	96	76	78	85	85	94
OCCC[C@@]12C(I)=C3CCCC[C@H]3[C@@H]1CCc1cc3c(cc12)OCO3	82	95	96	59	82	x	88	83
O=C(Cc1ccccc1Nc1c(Cl)cccc1Cl)NN1C(=O)/C(=C/N2N=C(c3ccc4ccccc4c3)CC2c2ccc(Cl)cc2)SC1=S (stereo unspecified)	103	93	85	84	80	87	103	x
COc1ccc(-c2onc3ccc(Cl)cc23)cc1	105	97	97	88	91	87	88	98
CSc1nc2[nH]c(=O)cc(O)n2n1	104	100	104	108	99	115	92	97
NC(=S)n1[nH]c(N)c(N=Nc2ccc(S(=O)(=O)N=C(N)N)cc2)c1=O	76	114	109	98	99	102	106	93
COc1ccc2nc(-c3cc(-c4ccc5c(c4)OCO5)n[nH]3)[nH]c2c1	74	82	x	82	x	29	55	x
O=C1Nc2ccccc2/C1=C/C(=O)c1ccc(N2CCOCC2)cc1	75	100	9.9*	72	48	80	27	98
CC(=O)Nc1cc2c(cc1Br)-c1ccccc1C2O (stereo unspecified)	x	83	97	94	113	x	92	77
CCOC(=O)c1c(/C=C/C(=O)O)nc2ccccc2c1/C=C/c1ccccc1	24	63	17	60	26	11	x	62
O=C(c1ccc(O)cc1)C1[C@H](c2ccccc2Br)[C@@H](c2ccccc2)NC12C(=O)Nc1ccc(Br)cc12 (stereo partly specified)	30	53	31	53	11	25	x	32
CCC(O)(C(c1ccccc1)c1ccccn1)C(c1ccccc1)c1ccccn1 (stereo unspecified)	101	106	114	109	87	x	84	98
